Source: PubChem
Growth percent in the NCI-60 one-dose screen (48 h, 10 µM unless noted): 100 = growth as untreated, 0 = no growth, -100 = all killed.
K-562 = K-562 leukemia; AID 1794777; 78,000 compounds, 7.4% hits
MDA-MB-435 = MDA-MB-435 melanoma | 82,000 compounds, 7.8% hits
MOLT-4 = MOLT-4 leukemia cells. 80,000 compounds, 6.9% hits
MCF7 = MCF7 breast cancer | AID 1794796 | 82,000 compounds, 6.3% hits
MDA-MB-231 = MDA-MB-231 breast cancer | 81,000 compounds, 5% hits | AID 1794789
MDA-MB-468 = MDA-MB-468 breast cancer; AID 2202374; 78,000 compounds, 8.5% hits
SR = SR leukemia cells; AID 1794780; 73,000 compounds, 8.7% hits
BT-549 = BT-549 breast cancer. 78,000 compounds, 4.4% hits
* marks the source's active call; other numbers are inactive results; / = not tested or not shown; & = joins results of further samples. The calls were made as follows: active = growth percent below 10; inactive = the rest.

SMILES | K-562 | MDA-MB-435 | MOLT-4 | MCF7 | MDA-MB-231 | MDA-MB-468 | SR | BT-549
CS(=O)(=O)c1ccc(-c2nn(-c3ccc(F)cc3)cc2/C=N/NC(=O)c2nc(N)n[nH]2)cc1 | 90.3 | 98.5 | 101.1 | 92.0 | 94.3 | 99.6 | 120.7 | 100.8
Fc1ccc(CNc2c3ccccc3nc3ccccc23)cc1 | 4.8* | 34.8 | 8.7* | 7.1* | 38.3 | 11.5 | 6.6* | 80.7
COc1ccc(-c2cc(NC(=O)Nc3ccc(Cl)cc3)no2)cc1 | 97.8 | 95.3 | 91.2 | 92.7 | 101.7 | 109.7 | / | 99.5
NC(=O)c1ccc(=O)n(C2OC(CO)C(O)C2O)c1 (centres undefined) | 98.6 | 105.2 | 105.2 | 95.0 | 100.5 | 93.8 | 95.0 | 97.2
Cc1cc(N)cc(C)n1 | 103.2 | 96.6 | 105.1 | 100.2 | 102.5 | 118.9 | 110.8 | 115.5
CC1Cc2ccc(OCCN(C)C)cc2C1=O (centres undefined) | 100.4 | 102.1 | 101.8 | 100.4 | 112.3 | 96.2 | 101.4 | 99.3
O=C1c2sccc2-c2cccc3cccc1c23 | 95.1 | 94.1 | 83.9 | 93.2 | 104.6 | 93.1 | 62.6 | 96.1
O=C(/C=C/Nc1ccc(F)cc1)c1ccc2c(c1)Nc1ccccc1S2 | 76.4 | 64.0 | 104.2 | 74.4 | 70.4 | 66.7 | 76.2 | 71.7
Cc1ccc(C2=C/C(=C\c3ccc(F)cc3)C(=O)N2CCc2ccc(S(N)(=O)=O)cc2)cc1 | 69.9 | 95.9 | 74.0 | 71.3 | 87.1 | 105.0 | 77.1 | 105.2
C=C(C)[C@@H]1CC=C2c3sc(N)nc3C[C@@H](C)[C@]2(C)C1 | 86.0 | 97.7 | 98.0 | 101.3 | 97.7 | 105.4 | 91.3 | 106.0
CCOC(=O)C1(NC(=O)C2(NC(=O)CN3C(=O)c4ccccc4C3=O)CCCC2)CCCC1 | 91.3 | 100.4 | 103.9 | 95.9 | 94.9 | 97.2 | 106.1 | 93.9
NS(=O)(=O)c1ccc(CCN2C(=O)c3nccnc3C2=O)cc1 | / | 105.3 | 95.4 | 99.3 | 106.4 | 110.8 | 102.0 | 110.6
O=C(O)CN1CCCCC1 | 115.3 | 92.4 | 109.1 | 111.2 | / | 113.4 | 106.3 | 124.9
Cl[C@@H]1CCO[C@H](c2cc3ccccc3c3ccccc23)C1 | 95.5 | 101.2 | 98.0 | 97.5 | 90.2 | 93.4 | 93.8 | 87.4
COc1cc(C(=O)Nc2ccc(S(=O)(=O)c3ccc(NC(=O)c4cc(OC)c(OCc5ccccc5)cc4N)cc3)cc2)c(N)cc1OCc1ccccc1 | 79.2 | 92.4 | 85.6 | 105.8 | 86.4 | / | 105.4 | 109.0
Cc1ccc(-c2c(Nn3cnnn3)no[n+]2[O-])cc1 | 52.0 | 75.8 | 81.4 | 35.1 | 98.7 | 76.4 | 62.4 | 78.2
O=c1c(-c2nc3ccccc3[nH]2)cc2ccccc2n1Cc1cn(Cc2ccc(N3CCOCC3)cc2)nn1 | 100.1 | 76.6 | 99.0 | 56.8 | 71.5 | 64.3 | 71.7 | 45.9
O=S1(=O)CCN(C2CCCCCC2)CC1 | 96.4 | 99.6 | 104.2 | 103.3 | 112.5 | 104.8 | 104.0 | 98.6
COc1ccc(-c2nc3sccn3c2/C=C/C(=O)c2cc(OC)c(OC)c(OC)c2)cc1OC | 13.9 | -30.5* | 31.4 | 4.9* | 31.7 | -13.4* | 14.6 | 0.7*
CN(C)c1ccc(C2(c3ccc(N(C)C)cc3)OC(=O)c3ccccc32)cc1 | 94.7 | 109.4 | 93.0 | 99.2 | 98.5 | 95.7 | 99.5 | 112.0
CCc1oc2ccccc2c1C(=O)c1ccc(O)cc1 | 98.3 | 104.3 | 105.2 | 97.2 | 103.0 | 97.8 | 109.1 | 78.9
CC1(C)CCC[C@]23C(=O)O[C@](O)(C(=O)C4=C[C@@](C)(/C=C/CCCc5ccc6ccc7cccc8ccc5c6c78)CC[C@@]42O)[C@@H]13 | 5.8* | -92.4* | 9.5* | -57.4* | -69.9* | -70.0* | 9.0* | -71.9*
N=Nc1nc(-n2c(O)ccc2O)n[nH]1 | 97.4 | 106.1 | 101.5 | 103.5 | 107.8 | 108.4 | 12.1 | 119.1
O=C(N/N=C\c1ccccc1C(=O)O)C(=O)N/N=C\c1ccccc1C(=O)O | 95.7&109.6 | 103.0&121.0 | 96.1&114.2 | 96.8&105.2 | 96.1&99.8 | 134.0&97.2 | 85.4&128.8 | 104.8&101.4
N/C(=N\C(N)=N\c1nc2ccccc2s1)c1ccncc1Cl | 17.1 | 6.1* | 23.9 | 75.6 | 45.0 | 90.3 | 39.4 | 43.8
O=C1C=CC(=O)C2=C1CCCC2 | 46.3 | 101.5 | 31.1 | 70.6 | / | 61.5 | 68.1 | 91.6
COc1ccc(C(=O)COc2ccc(/C=C3\Cc4ccccc4C3=O)cc2)cc1 | 90.0 | 88.3 | 79.5 | 72.9 | 79.4 | 92.0 | 83.5 | 296.2
CN1CCN(CCNC(=O)Nc2ncccc2OCc2ccccc2)CC1 | 116.4 | 96.1 | / | 84.2 | 115.3 | 90.0 | / | 104.1
N#CN1c2ccccc2C=CC1O (centres undefined) | 73.0 | 60.4 | 85.2 | 67.3 | 88.9 | 81.4 | / | 105.6
O=C(/C=C(/C=C/c1ccc(SC(F)(F)F)cc1)OB(F)F)/C=C/c1ccc(SC(F)(F)F)cc1 | 87.9 | 80.3 | 96.7 | 69.8 | 98.8 | 113.2 | 71.6 | 100.1
CC1=C(C)C(=O)C(N2CCN(c3cccc(C)c3)CC2)=CC1=O | 84.0 | 107.0 | 78.7 | 83.5 | 79.9 | 64.5 | 85.3 | 92.4
CCOCCOC(=O)c1ccccc1OCc1ccccc1 | 104.2 | 96.3 | 106.2 | 102.7 | 97.4 | 97.2 | 93.2 | /
O=C1Nc2ccc(F)cc2/C1=C/c1ccc(OCc2ccccc2)cc1 | 92.8 | 94.4 | 100.0 | 92.4 | 97.6 | 98.4 | 100.1 | 106.0
CCCNCCOC(=O)c1ccc(OCCC)c(N)c1 | 103.1 | 107.8 | 80.3 | 89.0 | 99.1 | 93.5 | 101.0 | 96.6
Fc1ccc2[nH]c3c(NCCCN4CCOCC4)ncnc3c2c1 | 73.9 | 88.3 | 83.1 | 84.7 | 55.6 | 73.2 | 52.1 | 96.4
O=C1CCC23OC(c4ccccc4)(C(=O)c4ccccc4N12)C1SSCC(=O)N13 (centres undefined) | 129.2 | 103.5 | 109.0 | 100.1 | 93.0 | 104.4 | 99.2 | 102.8

Some of the entries above, set out differently:
The line under a structure holds: K-562, MDA-MB-435, MOLT-4, MCF7, MDA-MB-231, MDA-MB-468, SR, BT-549
O=C1Nc2ccc(F)cc2/C1=C/c1ccc(OCc2ccccc2)cc1
 : 92.8, 94.4, 100.0, 92.4, 97.6, 98.4, 100.1, 106.0
CC1=C(C)C(=O)C(N2CCN(c3cccc(C)c3)CC2)=CC1=O
 : 84.0, 107.0, 78.7, 83.5, 79.9, 64.5, 85.3, 92.4

The list goes on.
SMILES | K-562 | MDA-MB-435 | MOLT-4 | MCF7 | MDA-MB-231 | MDA-MB-468 | SR | BT-549
COc1ccc(C2C3=C(CC(C)(C)CC3=O)N(CCc3ccc(S(N)(=O)=O)cc3)C3=C2C(=O)CC(C)(C)C3)cc1OC | 96.1 | 101.8 | 105.4 | 89.1 | 98.7 | 112.4 | 102.5 | 130.9
CCCCCN1C=C/C(=C\C(=O)N(C)c2ccccc2)c2ccccc21 | 73.4 | 100.7 | 97.8 | 92.2 | 111.6 | 90.7 | 88.7 | 96.9
O=C(O)[C@H](Cc1ccccc1)N1C(=O)c2ccccc2C1=O | 100.8 | 89.0 | 101.0 | 95.5 | 98.8 | 97.0 | 69.1 | 107.2
COc1ccc(-c2coc3c4c(ccc3c2=O)OCN(C(C)C)C4)cc1OC | 91.1 | 105.2 | 93.6 | 89.5 | 127.0 | 99.6 | 83.0 | 101.2
COC(=O)N1CCN(CCNCc2ccc(NC(=O)c3ccc(C)c(C#Cc4cnc5cccnn45)c3)cc2C(F)(F)F)CC1 | 5.2* | -21.8* | 8.2* | -6.5* | -9.2* | -8.9* | -7.7* | 24.1
O=C1NC(=O)C(c2c[nH]c3ccccc23)=C1c1cccc2ccccc12 | / | 111.6 | / | 88.8 | 86.2 | 106.5 | / | 116.0
CCOC(=O)c1csc(NC(=O)COc2ccc(/C=C3\Oc4cc(OC)ccc4C3=O)cc2)n1 | 72.5 | 83.0 | 67.2 | 128.9 | 91.4 | / | / | 89.6
C=CCOC1=C(c2ccccc2)C(c2ccc(OC)cc2)N(Cc2ccc(OC)cc2OC)C1=O (centres undefined) | 71.6 | 98.9 | 71.4 | 80.8 | 74.4 | 86.6 | 68.6 | 86.8
Cc1cc(C)c2c(-c3nnc(N)o3)cc(=O)oc2c1 | 93.5 | 99.4 | 99.2 | 93.6 | 109.2 | 112.9 | 107.7 | 93.9
O=C1Nc2c(Br)cc(Br)cc2C12NCCc1cc(O)ccc12 (centres undefined) | 91.7 | 99.6 | 93.7 | 89.7 | 77.7 | 100.4 | 80.6 | 114.3
C/C(=N\NC(=O)c1sc(=S)n(C)c1N)c1cccs1 | 85.3 | 103.9 | 78.8 | 105.0 | 92.6 | / | 83.2 | 113.7
S=C1NCCS1 | / | 100.8 | / | 94.1 | 104.9 | 90.9 | / | 96.3

The list goes on, starting with the last 5 of the part before.
SMILES | K-562 | MDA-MB-435 | MOLT-4 | MCF7 | MDA-MB-231 | MDA-MB-468 | SR | BT-549
C=CCOC1=C(c2ccccc2)C(c2ccc(OC)cc2)N(Cc2ccc(OC)cc2OC)C1=O (centres undefined) | 71.6 | 98.9 | 71.4 | 80.8 | 74.4 | 86.6 | 68.6 | 86.8
Cc1cc(C)c2c(-c3nnc(N)o3)cc(=O)oc2c1 | 93.5 | 99.4 | 99.2 | 93.6 | 109.2 | 112.9 | 107.7 | 93.9
O=C1Nc2c(Br)cc(Br)cc2C12NCCc1cc(O)ccc12 (centres undefined) | 91.7 | 99.6 | 93.7 | 89.7 | 77.7 | 100.4 | 80.6 | 114.3
C/C(=N\NC(=O)c1sc(=S)n(C)c1N)c1cccs1 | 85.3 | 103.9 | 78.8 | 105.0 | 92.6 | / | 83.2 | 113.7
S=C1NCCS1 | / | 100.8 | / | 94.1 | 104.9 | 90.9 | / | 96.3
O=C1/C(=C/c2ccc([N+](=O)[O-])cc2)COc2ccc(O)c(O)c21 | 5.3* | 0.1* | -1.0* | 8.4* | -27.1* | -90.9* | -1.7* | 24.3
COc1ccc(/C=C(\C#N)c2cc3ccccc3[nH]2)cc1 | 11.4 | -32.6* | 24.4 | 13.3 | 51.9 | 17.7 | 11.4 | 40.9
CCOC(=O)C1=NC(Cc2c[nH]c3ccccc23)C(=O)N(c2ccccc2)N1 (centres undefined) | 102.5 | 104.1 | 105.3 | 96.8 | 102.4 | 90.5 | 102.0 | 95.7
N#Cc1c(N)n2c(nc1=Nc1ccc(Cl)cc1)sc1cc(Cl)c(Cl)cc12 | 108.4 | 96.8 | 98.1 | 73.3 | 78.3 | 79.8 | 115.1 | 75.6
COc1ccc(C2c3cc(OC)c(OC)cc3CC3C(=O)OCC32)cc1OC (centres undefined) | 96.9 | 115.6 | 102.1 | 93.2 | 113.8 | 126.2 | 81.2 | 102.7
CCOC(=O)N1C/C(=C/c2ccc(F)cc2)C(=O)/C(=C/c2ccc(F)cc2)C1 | 3.4* | -47.4* | 2.2* | -45.9* | -2.9* | -55.6* | -19.9* | -44.3*
CC(C)(C)c1ccc(N2CSC(=S)N(c3ccc(C(C)(C)C)cc3)C2)cc1 | 90.1 | 99.7 | 100.1 | 91.7 | 97.4 | 110.6 | 111.8 | 98.9
C#Cc1cc(C(=O)Nc2cc(-n3cnc(C)c3)cc(C(F)(F)F)c2)ccc1C | 77.0 | 102.3 | 79.9 | 83.2 | 99.7 | 97.2 | 122.6 | 122.4
O=C(O)C(C=C(Cl)Cl)N1CCOCC1 (centres undefined) | 107.0 | 117.1 | 106.1 | 100.2 | 106.2 | 110.5 | 100.5 | 102.8
COC(=O)[C@@H]1[C@@H]2CC(Br)[C@@H](C2)[C@@H]1C(=O)OC (some centres undefined) | 115.5 | 109.8 | 97.8 | 96.4 | 106.6 | 110.9 | 101.9 | 100.9
C=COCCC(C(=O)OCC)C(=O)OCC | 100.2 | 86.6 | 103.2 | 90.2 | 114.8 | 83.6 | 105.7 | 100.6
C/C(=N\NC(=O)Nc1cccc(C)c1)c1nnn(-c2ccc(Cl)cc2)c1C | 102.8 | 106.9 | 104.2 | 89.8 | 103.4 | 122.3 | 111.2 | 115.5
O=C(c1ccccc1)c1ccc(O)c2ncccc12 | 15.0 | 56.7 | 21.2 | 10.5 | 38.2 | 25.6 | / | 56.3
COc1ccc(-c2nc3sccn3c2/C=C/C(=O)c2ccc3c(c2)OCO3)cc1 | / | 57.6 | 37.3 | -7.6* | 76.3 | / | 41.4 | 81.8
CC1(C)C=C2[C@H]3CC[C@@H]4[C@@]5(C)C/C(=C/c6ccccn6)C(=O)C(C)(C)[C@@H]5CC[C@@]4(C)[C@]3(C)CC[C@@]2(CO)CC1 | 41.4 | 72.3 | 26.5 | 29.1 | 76.8 | 44.6 | 21.7 | 65.9
O=[N+]([O-])c1cc2cccnc2c2ncccc12 | / | 107.2 | / | 90.2 | 102.8 | 94.3 | / | 141.5
CCOC(=O)C1CC1C#N (centres undefined) | 98.8 | 103.4 | 101.9 | 96.8 | 114.0 | / | 104.1 | 105.0
CCCc1c(C)c2sc(=O)[nH]c2[nH]c1=O | 106.9 | 112.2 | 106.0 | 97.6 | 104.7 | 99.4 | 109.3 | 110.1
CC(=O)NS(=O)(=O)c1ccc2sc(C)nc2c1 | 98.0 | 97.5 | 95.2 | 109.6 | 102.3 | 102.9 | 83.6 | /
